RBBP9 inh: human RBBP9 hydrolase inhibition; O75884; recombinant RBBP9, FP-Rh probe fluorescence polarization; inhibition, % at 7.94 µM; 220,000 tested, 0.2% active;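 active = inhibition above the campaign mean of all tested compounds plus 3 SD, cut at about 14% in these data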;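 also: plate controls were DMSO wells with RBBP9 for no effect and wells lacking RBBP9 protein for full effect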
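System: RBBP9 protein / Buffer or medium: Tris/NaCl buffer pH 8.0 with 0.1% Pluronic / Probe or stimulus: Serine-hydrolase probe FP-Rh, 375 nM pre-mixing / Dosing: 7.94 µM single dose, 0.794% DMSO / Times: enzyme-compound preincubation 30 min, then probe labeling 45 min, 25 °C / Technique: fluorescence polarization (mP), excitation 525 nm, emission 598 nm / Replication: singlicate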
EP2 modulator: modulates human prostaglandin E2 receptor EP2 signaling. P43116. AID 940. induction, % at 25 µM. 260,000 tested, 0.83% active. EP2-expressing cells, cAMP HTRF FRET, PGE2 co-stimulation;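 active = compounds whose cAMP rise, as percent of the full-agonist control response, exceeds 60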;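 also: rat C6 glioma line stably carrying human EP2 under a CMV promoter; the protocol text gives 20 µM as final concentration; 100% = response of wells given 1 µM PGE2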
Target sequence (P43116 whole entry, looked up): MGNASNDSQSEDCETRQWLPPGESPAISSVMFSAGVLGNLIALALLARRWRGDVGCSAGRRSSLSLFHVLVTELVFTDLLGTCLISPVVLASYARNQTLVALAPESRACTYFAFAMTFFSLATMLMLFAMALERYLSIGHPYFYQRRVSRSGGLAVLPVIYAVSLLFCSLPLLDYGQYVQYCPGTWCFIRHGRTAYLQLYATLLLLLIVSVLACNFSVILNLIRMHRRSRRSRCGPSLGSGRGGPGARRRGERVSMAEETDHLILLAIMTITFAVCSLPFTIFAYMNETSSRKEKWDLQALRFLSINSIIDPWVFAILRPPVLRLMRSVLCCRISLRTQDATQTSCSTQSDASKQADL
Runt-CBFb FRET: Runt domain-CBFb interaction inhibition | Q01196+Q13951 | 220,000 tested, 0.46% active | AID 1496 | inhibition, % at 20 µM | Cerulean-Runt/Venus-CBFb FRET ratio 530/480, 1 h;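 active = inhibition over about 50% at 20 µM in the single-dose screen, limit read from the data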;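 also: 0% = DMSO wells and 100% = excess unlabeled CBFb competitor control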
Target sequence (Q01196 whole entry, looked up, the tested form may be a part): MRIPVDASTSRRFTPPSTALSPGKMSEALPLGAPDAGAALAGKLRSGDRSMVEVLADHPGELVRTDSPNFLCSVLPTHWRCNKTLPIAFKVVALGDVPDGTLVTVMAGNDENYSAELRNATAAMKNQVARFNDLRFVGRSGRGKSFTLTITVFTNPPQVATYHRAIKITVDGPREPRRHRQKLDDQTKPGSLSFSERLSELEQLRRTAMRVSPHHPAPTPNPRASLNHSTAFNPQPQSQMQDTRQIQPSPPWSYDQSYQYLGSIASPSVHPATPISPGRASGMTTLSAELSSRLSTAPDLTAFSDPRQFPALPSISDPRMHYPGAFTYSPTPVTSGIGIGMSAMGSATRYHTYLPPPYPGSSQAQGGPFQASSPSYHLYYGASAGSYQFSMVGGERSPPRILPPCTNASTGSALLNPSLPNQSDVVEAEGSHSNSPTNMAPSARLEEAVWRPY
Target sequence (Q13951 whole entry, looked up, the tested form may be a part): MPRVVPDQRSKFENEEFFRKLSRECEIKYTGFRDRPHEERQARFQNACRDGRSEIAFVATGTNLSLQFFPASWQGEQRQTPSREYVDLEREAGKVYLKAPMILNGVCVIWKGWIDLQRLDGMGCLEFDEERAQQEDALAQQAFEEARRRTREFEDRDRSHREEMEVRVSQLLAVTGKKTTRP
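Measured by: fluorescence energy transfer, 422 nm excitation, 530/480 nm emission; test system: Cerulean-tagged RUNX1 Runt domain (FRET donor) fusion protein; buffer or medium: Tris pH 7.5 buffer with BSA; compound: one dose, 20 µM compound, 1% DMSO; times: two 1 h room-temperature incubations shielded from light; benchmarks: unlabeled CBFb 5 µM, positive control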
Hck Nef HTS: inhibitors of human Hck kinase activated by Nef | P08631 | Recombinant Hck-YEEI plus Nef, Z-Lyte FRET kinase assay | inhibition, % at 20 µM | 220,000 tested, 0.68% active;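 active = Hck-Nef kinase inhibition above about 50%, limit read from the data; inactive = inhibition below that limit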;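 also: 0% = DMSO with Hck plus Nef and 100% = Hck alone without Nef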
L929 necroptosis: L929 zVAD cell death inhibition; L929 zVAD necroptosis rescue, ATP luminescence, 24 h; with zVAD 60 µM; viability rescue, % at 10 µM; 220,000 tested, 0.38% active; AID 1377;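 active = activation, scaled between plate controls, above about 75%, limit read from the data; inactive = activation under that limit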;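 also: 0% = zVAD with DMSO and 100% = DMSO alone without zVAD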
PGE2 EP2 inh: EP2 receptor (human) inhibition | P43116 | C6 glioma cells expressing human EP2, cAMP TR-FRET; cells stimulated with saturating PGE2 | inhibition, % at 25 µM | 260,000 tested, 0.52% active | AID 1422;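 active = percent inhibition above 40 after rounding to a whole number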;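 also: rat C6 glioma host cells with rolipram phosphodiesterase inhibitor present; the protocol text gives 20 µM as final concentration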
PERK inhibitor: human PERK inhibition, primary cell-based screen. CHO PERK-DD fusion, SEAP luminescence translation reporter. Q9NZJ5. inhibition, % at 5.6 µM. AID 1416. 220,000 tested, 0.17% active;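 active = inhibition above the mean inhibition of all tested compounds plus 3 SD, set separately per screening campaign, cut at about 2.9% in these data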;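 also: PERK kinase domain activated by AP20187 dimerizer at 100 nM; 0% = DMSO with dimerizer and 100% = rapamycin at 8.4 µM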
Runt-SMMHC FRET: Runt domain-CBFb-SMMHC interaction inhibition; 220,000 tested, 0.74% active; Cerulean-Runt/Venus-CBFb-SMMHC FRET ratio 530/480, 1 h; Q01196+Q13951; inhibition, % at 20 µM; AID 1434;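 active = mean inhibition across duplicate retests at 20 µM reaching about 50%, limit read from the data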;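 also: 0% = DMSO wells and 100% = wells with excess untagged CBFb-SMMHC; inhibitors lower the FRET ratio by blocking Runt binding to CBFb-SMMHC; some results filed as inactive read as strong as hits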
TNF death inh: TNF-alpha cell death inhibition in Jurkat FADD-/- cells; Jurkat FADD-/- TNF necroptosis rescue, ATP luminescence, 24 h; 0 = TNF only, 100 = no-TNF cells; activation (protection from cell death), % at 10 µM; 220,000 tested, 0.068% active; AID 463075;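 active = activation, meaning protection from cell death, of at least 50% relative to plate controls; inactive = activation below 50%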;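 also: necroptosis triggered by 40 ng/mL TNF-alpha added together with compound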
The depositor's hits bear a star; · = not tested or not shown; & = joins results of further samples. These rows are one share of the data (hit frequency here may not be typical).

Structure	RBBP9 inh	EP2 modulator	Runt-CBFb FRET	Hck Nef HTS	L929 necroptosis	PGE2 EP2 inh	PERK inhibitor	Runt-SMMHC FRET	TNF death inh
Cc1cc2ncn(-c3ncnc4sc5c(c34)CCCC5)c2cc1C	-2	51	-1	-20	-0.8	11	-0.7	3	-4.1
Cc1c(C(=O)N(C)C)c2ccc(Cl)cc2n1O	-11	29	-2	2	0.0	11	1.5	-2	0.0
CN(C)S(=O)(=O)c1ccc(Cl)c(NC(=O)CSc2nnnn2-c2ccc(O)cc2)c1	-4	-31	2	15	86*	1	0.6	-3	9.5
Cn1nc(CC(=O)N2CCN(c3ccccc3)CC2)c2ccccc2c1=O	-9	-9	-1	0	0.6	11	-2.4	-4	-1.0
CN(C)S(=O)(=O)c1cccc(C(=O)N2CCc3ccccc32)c1	-6	4	0	-7	·	13	-0.7	-5	-0.8
Cn1c2ccccc2c2cnn(CC(=O)N3CCCCC3)c(=O)c21	0	-19	-1	26	-0.8	0	0.7	0	0.6
O=C(CSc1ncnc2sccc12)Nc1ccccc1	-7	-39	-1	22	6.9	4	0.6	-2	3.6
c1ccc(-c2c3ccccc3nc3[nH]c4ccccc4c23)cc1	-6	30	4	7	66	6	-0.3	17	1.5
O=C(Nc1nc(-c2cc3ccccc3oc2=O)cs1)c1ccc(Br)o1	-8	-21	-10	4	0.5	27	0.7	-38	-2.1
N#CC1=C(SCC(=O)NCc2ccccc2)NC(=O)CC1c1ccco1 (stereo not given)	0	-6	4	0	-0.4	6	1.5	2	-1.8
N#Cc1c(-c2ccco2)ccn(Cc2ccc(F)cc2)c1=O	-3	-26	-1	16	-0.9	4	-0.3	-2	0.4
CCC(=O)N1CCc2cc(S(=O)(=O)NC(CC(C)C)C(=O)N3CCc4ccccc43)ccc21 (stereo not given)	-8	2	-1	-5	-1.6	8	-0.6	-2	-3.2
Cc1noc(C)c1COc1cccc(C(=O)Nc2cccnc2)c1	-5	8	-1	-10	5.7	4	0.2	0	-0.3
COc1ccc(C2C(C(=O)Nc3cc(OC)c(OC)c(OC)c3)c3ccccc3C(=O)N2C)cc1OC (stereo not given)	-6	-11	2	19	2.9	13	0.5	2	-2.0
S=C(Nc1ccccc1Cl)NC1CCN(Cc2ccccc2)CC1	-5	4	2	-2	0.2	7	-0.5	-1	1.9
CCN(CC)c1ccc(C(NC(C)=O)NC(C)=O)cc1	-6	7	1	2	-0.3	17	0.6	-6	-0.9
COc1ccc([N+](=O)[O-])cc1NCc1cccc([N+](=O)[O-])c1	1	43	-2	22	0.0	11	0.6	-7	1.0
CS(=O)(=O)N(CC(=O)N/N=C/c1ccccc1C(=O)O)c1cccc(Cl)c1Cl	-6	6	1	1	0.0	8	0.3	1	-0.4
Cc1cccc(C(=O)NCC(=O)OCC(=O)c2cc(C)n(CC3CCCO3)c2C)c1 (stereo not given)	9	-36	0	-18	0.7	4	0.3	-2	0.5
C=C(C)c1cccc(C(C)(C)NC(=O)Nc2ccc(OC)cc2)c1	-6	-35	-2	-8	0.3	9	-0.3	3	1.3
Clc1ccc(Cc2noc(Cc3ccccc3)n2)cc1Cl	-5	19	-1	-5	-0.7	14	1.1	0	4.7
O=C(Nc1ccccc1-c1nc2ccccc2o1)c1ccc2c(c1)OCCO2	2	·	·	0	-0.3	·	0.5	·	-2.1
CC1CCc2sc(C(=O)Nc3ccc(C(N)=O)cc3)cc2C1 (stereo not given)	-12	-25	0	21	1.5	10	-0.1	-2	-0.7
Cc1cc2c(N=NC(=O)CCc3ccccc3)c(O)[nH]c2cc1Br	0	18	-4	7	0.5	6	0.5	0	0.4
CCc1ccc(OCCOCC(O)CN2CCN(Cc3ccc(Cl)cc3)CC2)cc1 (stereo not given)	-7	-5	0	1	0.6	8	-1.3	-1	0.8
Cc1cc(N2C(=O)C(=O)/C(=C(/O)c3ccccc3)C2c2cccs2)no1 (stereo not given)	0	15	9	0	0.0	11	-0.1	7	-0.7
Cc1ccc(-c2nnc(SCC(=O)Nc3ccc4c(c3)OCCO4)n2N)cc1	3	10	0	0	1.1	9	0.4	1	-2.3
COC(=O)c1[nH]c(C)c(/C(O)=C2\C(=O)C(=O)N(CCN3CCOCC3)C2c2ccc(C)o2)c1C (stereo not given)	-11	-31	1	9	0.2	7	0.3	-4	-0.8
CCC(CC)C(=O)Nc1cccc(/C(C)=N/NC(=O)c2ccccc2Cl)c1	-1	-20	1	4	0.2	8	0.6	0	2.7
COc1ccc(OC)c(-c2csc(N(Cc3ccco3)C(=O)c3cccs3)n2)c1	2	42&48	-3	2	0.9	4&3	0.3	-11	1.2
O=C(O)C1CC1C(=O)N1CCN(c2ccc(Cl)c(Cl)c2)CC1 (stereo not given)	6	28	2	-21	1.1	8	-0.1	-4	0.4
CC(C)Cn1c(SC(C)C(=O)Nc2ccc3c(c2)OCCO3)nc2ccccc2c1=O (stereo not given)	-7	22	2	0	0.3	7	-0.9	5	1.1
CC(=O)c1cccc(NC(=O)Oc2ccccc2)c1	-6	4	0	3	0.1	2	1.8	1	-2.8
N#Cc1ccccc1S(=O)(=O)Nc1ccc2c(c1)C(=O)OC2	-2	4	0	20	0.0	4	1.5	0	2.3
Cc1ccc(Nc2nc(-c3cccs3)cs2)nc1	-3	13	5	12	2.8	4	1.1	2	-4.7
OC(CON=C1c2ccccc2-c2ccccc21)CN1CCNCC1 (stereo not given)	8	-40	0	15	59	11	-0.5	3	-1.4
COc1ccccc1CNC(=O)c1ccc(-c2ccccc2)cc1	-8	-8	-1	1	3.9	4	0.3	1	-2.2
C/C=C/C(=O)N1CC2(CC(c3cccc(NC(=O)/C(C)=C/C)c3)=NO2)C[C@H]1C(N)=O (stereo not given in full)	·	-15	2	32	0.0	9	·	8	1.6
Cc1ccc2c(c1)C1C=CCC1C(C(=O)O)N2 (stereo not given)	-1	12	2	8	·	8	-0.4	10	-3.4
COc1ccc(NC(=O)C(=S)N2CCCC2)cc1	-4	-2	0	7	0.9	7	-0.4	2	2.6
COc1ccccc1NC(=S)NC(=O)CCCOc1ccc(Cl)cc1Cl	-8	-10	0	5	0.3	5	0.2	3	-1.4
COc1ccc(N=Cc2c(O)c3ccccc3n2C(C)=O)cc1	-7	-7	-30	-11	2.4	0	-2.2	-122	-11
O=C(CSC1=N/C(=C/c2ccco2)C(=O)N1c1ccc(OC(F)F)cc1)NC1CCS(=O)(=O)C1 (stereo not given)	0	-3	-1	47	38	3	0.7	-5	1.9
COC(=O)c1ccc(SCC(=O)NC2CCCCC2)c([N+](=O)[O-])c1	-5	-1	2	2	·	5	0.7	-4	2.4
COc1cc(C2c3c([nH]c(=O)[nH]c3=O)Nc3ccc4ccccc4c32)ccc1O (stereo not given)	-1	15	4	16	4.6	5	0.5	-2	2.7
CCOC(=O)NNC1CC(=O)N(c2ccccc2)C1=O (stereo not given)	-3	23	1	0	0.0	6	0.7	0	1.1
Cc1nnc(SCC(=O)N(C(C)C)C(C)C)nc1C	4	18	-1	-1	0.7	18	-0.3	-10	0.7
CCNC(=S)NCc1ccc(Cl)cc1	-5	·	·	0	0.1	11	0.5	·	0.6
FC(F)Oc1ccc(NC(=S)NCc2cccnc2)cc1	8	-18	1	-9	1.8	14	1.3	2	0.8
O=C1C2CCCN2C(=O)N1CCCCN1CCN(c2cccc(Cl)c2)CC1 (stereo not given)	-1	0	-1	-2	-0.3	12	-0.6	4	0.9
CC(C)Cn1c(SCC(=O)N2CCCc3ccccc32)nc2ccccc2c1=O	-8	60	0	19	-1.1	2	0.1	1	4.3
COc1ccccc1Nc1nc(N)nc(CN2CCCCC2)n1	-1	-18	1	-2	0.6	7	0.4	4	-0.6
CCC(=O)Nc1cc(-c2nn(C)c(=O)c3ccccc23)ccc1N1CCCCC1	-6	-5	-6	2	0.2	18	-1.1	-1	-7.0
CN1C(=O)C(O)(CC(=O)c2ccc(F)cc2)c2cc(Br)ccc21 (stereo not given)	-3	-6	0	-4	3.0	17	-0.1	-3	0.2
COCC1CCN(Cc2cn[nH]c2-c2ccc(OC)c(F)c2)C1 (stereo not given)	3	17	3	6	0.8	8	0.6	3	2.0
O=C(CSc1n[nH]c(=O)n1C1CC1)c1ccc(F)cc1	-5	-12	1	7	-0.5	13	0.8	-2	-3.1
CCOc1ccc(-c2[nH]ncc2-c2csc(C)n2)c(O)c1	-7	-1	5	2	0.4	7	0.2	14	-1.0
Oc1ccc2ccccc2c1/C=N/c1nccs1	2	-1	13	-1	0.4	4	0.8	5	-11
CCN1CCN(c2nc3c(C)cccn3c(=O)c2/C=C(\C#N)S(=O)(=O)c2ccc(Cl)cc2)CC1	-4	-40	-37	-12	0.4	12	-0.2	-26	0.2
Cc1occc1-c1nnc(SCC(=O)N2CC(=O)Nc3ccccc32)n1CC(C)C	-1	15	2	2	0.2	9	0.0	-1	-2.9

The list continues.
Structure	RBBP9 inh	EP2 modulator	Runt-CBFb FRET	Hck Nef HTS	L929 necroptosis	PGE2 EP2 inh	PERK inhibitor	Runt-SMMHC FRET	TNF death inh
Cc1ccc(NC(=S)Nc2ccc(S(=O)(=O)Nc3ncccn3)cc2)cc1Cl	-7	-44	2	6	2.6	10	1.2	2	2.2
Cc1cccc(NC(=O)C2CC(=O)N/C(=N/N=C/c3ccco3)S2)c1 (stereo not given)	6	-7	1	2	13	7	0.7	0	1.1
CN(CC(=O)Nc1ccc(F)cc1[N+](=O)[O-])Cc1ccccc1	-5	18	-2	21	3.3	8	0.8	-5	0.7
CN(C)S(=O)(=O)c1cccc(C(=O)OCC(=O)N2c3ccccc3NC(=O)C2(C)C)c1	-4	6	-2	4	-0.3	3	-0.4	3	-2.8
O=S(=O)(c1ccccc1)N1CCN(c2cc(-c3ccccc3)nc3ncnn23)CC1	4	-27	-4	0	0.9	13	0.5	2	-11
C=CCNC(=O)/C(C#N)=C/c1ccc(OS(=O)(=O)c2ccc(C)cc2)c(OC)c1	-13	-39	-4	5	-0.2	13	1.1	-8	-19
O=C(COc1cc(Cl)ccc1Cl)Nc1nnc(CC(=O)N2CCOCC2)s1	-7	24	0	0	0.9	7	-0.1	2	0.4
CCOc1ccc(-n2c(SC(C)C(=O)OC)nc3c(c2=O)SCC3)cc1 (stereo not given)	0	·	·	7	-0.3	14	-0.4	·	-1.4
Cc1ccccc1NC(=O)Cc1nnc(SCc2ccc(Cl)c(Cl)c2)n1C	0	-19	-1	1	0.6	9	0.0	1	-3.8

Source: PubChem
